Source: PubChem BioAssay
PLK1 PBD inh = qHTS for Inhibitors of PLK1-PDB (polo-like kinase 1 - polo-box domain): Primary Screen; Serine/threonine-protein kinase PLK1 (Homo sapiens), P53350; Plk1 PBD binding of FITC phosphopeptide, fluorescence polarization; Potency, µM, inactives show max response, negative = inhibition, hits mostly inhibitors; actives 2.8% (n = 360,000); also: potency is read from the fitted curve at half-maximal effect; series mostly up to about 57 µM; % is scaled to controls: 0 for no effect and ±100 for the full control effect; nearly all actives have a fitted effect of over 65% in size
Target sequence (P53350 whole entry, looked up, the tested form may be a part): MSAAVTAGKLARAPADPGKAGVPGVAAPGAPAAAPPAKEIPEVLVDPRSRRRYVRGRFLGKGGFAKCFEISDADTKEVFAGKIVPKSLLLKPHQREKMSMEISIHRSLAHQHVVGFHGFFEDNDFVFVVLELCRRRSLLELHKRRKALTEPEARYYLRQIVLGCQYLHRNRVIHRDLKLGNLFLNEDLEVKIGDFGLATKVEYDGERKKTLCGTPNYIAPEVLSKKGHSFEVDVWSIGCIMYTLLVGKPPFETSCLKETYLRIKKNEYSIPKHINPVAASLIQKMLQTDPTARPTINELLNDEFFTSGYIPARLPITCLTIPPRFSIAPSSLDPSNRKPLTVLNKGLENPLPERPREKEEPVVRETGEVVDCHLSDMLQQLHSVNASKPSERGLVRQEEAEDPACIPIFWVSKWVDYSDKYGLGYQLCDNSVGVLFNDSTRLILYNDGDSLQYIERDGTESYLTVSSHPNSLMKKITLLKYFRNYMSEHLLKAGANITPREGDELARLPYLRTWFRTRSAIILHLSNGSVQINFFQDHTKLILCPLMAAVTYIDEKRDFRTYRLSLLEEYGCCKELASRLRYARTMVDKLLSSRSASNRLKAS
EPAC2 antag = qHTS for Antagonist of cAMP-regulated guanine nucleotide exchange factor 2 (EPAC2): primary screen; EPAC2 GEF exchange of Rap1B-BODIPY-GDP, fluorescence; Rap guanine nucleotide exchange factor 4 (Homo sapiens), Q8WZA2; Potency, µM (series often up to 114 µM), without a hit: top-dose activity, negative = inhibition, hits mostly inhibitors; actives 0.18% (n = 360,000); also: potency is read from the fitted curve at half-maximal effect; % is scaled to controls: 0 for no effect and ±100 for the full control effect; nearly all actives have a fitted effect of over 45% in size; many of its hits are not listed in these tables
PI5P4Ka inh = qHTS for Inhibitors of phosphatidylinositol 5-phosphate 4-kinase (PI5P4K); max response, %; actives 1.2% (n = 330,000); PI5P4Kalpha enzyme, ADP-Glo luminescence, 60 min; active compounds read low; Phosphatidylinositol 5-phosphate 4-kinase type-2 alpha (Homo sapiens), P48426; active = max response of -50% or lower; inconclusive = between -30% and -50%; inactive = -30% or higher; also: value at the top dose of about 77 µM; % is scaled to controls: 0 for no effect and ±100 for the full control effect
Target sequence (P48426 whole entry, looked up): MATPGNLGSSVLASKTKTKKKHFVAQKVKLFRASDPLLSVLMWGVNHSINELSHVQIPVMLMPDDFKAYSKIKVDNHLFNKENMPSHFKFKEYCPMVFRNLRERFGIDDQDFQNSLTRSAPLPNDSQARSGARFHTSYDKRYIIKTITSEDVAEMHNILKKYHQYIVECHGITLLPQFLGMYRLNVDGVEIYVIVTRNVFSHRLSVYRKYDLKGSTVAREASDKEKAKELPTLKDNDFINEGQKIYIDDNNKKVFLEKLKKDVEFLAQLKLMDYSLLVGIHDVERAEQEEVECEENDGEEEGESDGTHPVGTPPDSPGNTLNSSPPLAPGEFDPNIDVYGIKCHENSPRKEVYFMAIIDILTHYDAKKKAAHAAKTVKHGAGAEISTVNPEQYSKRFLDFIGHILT
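ADP-Glo luminescence end-point read after a 60 min room-temperature kinase reaction of PI5P4Kalpha plus substrate, initiated with ATP at 5 microM final. Buffer: 0.038 M HEPES pH 7.4, EGTA, 0.1% CHAPS, 5% DMSO.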
CCT chaperon mod = High-Throughput Screening for Modulators of Cytosolic Chaperonin Activity | purified chaperonin ATPase assay, HTRF ADP detection, 30 min | actives 0.3% (n = 360,000) | activity change, % (test concentration not listed), hits read low; in the data active = activity change below about -30%; also: % is scaled to controls: 0 for no effect and ±100 for the full control effect
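Enzyme 40 or 20 nM (batch-dependent) in Tris pH 7.4/KCl/MgCl2/DTT; cpd 76 uM single point; ATP 10 uM; 30 min 37 °C; Transcreener ADP HTRF detection, 30 min RT; ratio 665/615.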
Mm-Cpn inhibitor = Inhibitors of TCP-1 ring complex (TRiC) of Methanococcus maripaludis (MmCpn): qHTS; purified Mm-Cpn ATPase, ADP Transcreener TR-FRET; Potency, µM (doses to about 76.9 µM), inactives show at the top dose activity, negative = inhibition, hits mostly inhibitors; actives 0.031% (n = 330,000); AID 504842, 2011; also: potency is read from the fitted curve at half-maximal effect; % is scaled to controls: 0 for no effect and ±100 for the full control effect; nearly all actives have a fitted effect of over 80% in size
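Inhibition of chaperonin ATP hydrolysis is measured as reduced ADP production, detected by competitive TR-FRET in which signal falls with ADP. Final enzyme 25 nM and ATP 10 uM, reacted 30 min at 37°C.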
WRN helicase inh = qHTS for Inhibitors of WRN Helicase. Bifunctional 3'-5' exonuclease/ATP-dependent helicase WRN (Homo sapiens), Q14191. WRN helicase unwinding, fluorescent forked duplex, kinetic. Potency, µM (top dose mostly 114 µM), inactives show at the highest dose activity change, negative = inhibition, actives largely listed as inhibitors. actives 0.46% (n = 360,000). AID 651768, 2012; also: potency is read from the fitted curve at half-maximal effect; % is scaled to controls: 0 for no effect and ±100 for the full control effect; nearly all actives have a fitted effect of over 55% in size
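WRN at 20 nM final was preincubated with compound for 15 min at room temperature; reaction started with 100 nM forked duplex oligonucleotide carrying fluorophore and quencher plus 2 mM ATP (final). Unwinding followed kinetically by red fluorescence (ex 525/em 598 nm).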
EPAC1 antag = qHTS for Antagonist of cAMP-regulated guanine nucleotide exchange factor 3 (EPAC1): primary screen; Rap guanine nucleotide exchange factor 3 (Homo sapiens), O95398; EPAC1 GEF assay, Rap1b-BODIPY-GDP exchange fluorescence; Potency, µM (titrated, usually from 115 µM), for the others: at the highest dose activity change, negative = inhibition, most hits filed as inhibitors; actives 0.14% (n = 360,000); AID 720709, 2013;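 also: potency is read from the fitted curve at half-maximal effect; plate controls were vehicle for no effect and positive control for full effect; nearly all actives have a fitted effect of over 50% in size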
EPAC1 agonist = qHTS for Agonist of cAMP-regulated guanine nucleotide exchange factor 3 (EPAC1): primary screen; Rap guanine nucleotide exchange factor 3 (Homo sapiens), O95398; EPAC1 agonist qHTS, biochemical assay; response scale: 100% = response to 6.5 mM cAMP; Potency, µM (top dose mostly 154 µM), without a hit: top-dose activation, most hits filed as activators; actives 0.073% (n = 360,000); AID 720707, 2013; also: potency is read from the fitted curve at half-maximal effect; nearly all actives have a fitted effect of over 60% in size
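Normalized to 6.5 mM cAMP, activity reflects EPAC1-catalysed release of BODIPY-GDP from Rap1B, followed kinetically over 30 min at 480 nm excitation, 540 nm emission. Reaction contained 100 nM EPAC1, 250 nM Rap1B-BODIPY-GDP, 50 uM GDP.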
* hit, by the source's call; ? = inconclusive; nt = no result given; [ ] = remark or other dose. Unless noted, calls follow the shape of the dose curve; as a rule, active = well fitted curve in the direction sought with a large enough effect; inconclusive = small, poorly fitted or top-dose-only effect, or another doubt; inactive = no such curve, though single readings can be large; an effect the other way counts as inactive or inconclusive.

entry	SMILES	PLK1 PBD inh	EPAC2 antag	PI5P4Ka inh	CCT chaperon mod	Mm-Cpn inhibitor	WRN helicase inh	EPAC1 antag	EPAC1 agonist
1	Cc1ccccc1CN(C)C[C@@H]1OCc2cnnn2CCCC(=O)N([C@@H](C)CO)C[C@H]1C	1%	7%	2	0.2	nt	4%	-9%	-15%
2	CCc1ccc(NC(=O)C[n+]2cc(-c3ccc(C)cc3)n3c2CCC3)cc1	-5%	0%	1	-3.9	-8%	-2%	2%	11%
3	Cc1ccccc1OCCn1c(=S)[nH]c2ccccc21	-22%	-5%	2	-0.6	1%	8%	-13%	7%
4	COc1cccc(C(=O)NCCS(=O)(=O)N(C)Cc2ccccc2)c1	-6%	-8%	3	-4.1	3%	-2%	-8%	7%
5	O=C(NCc1ccc(F)cc1)Nc1ccccc1	-6%	0%	5	-0.9	-1%	5%	8%	10%
6	COc1ccccc1N1CC(C(=O)Nc2nc(C)cs2)CC1=O (stereo not drawn)	-4%	1%	3	-0.5	0%	6%	-7%	15%
7	CCc1ccccc1OCC(=O)Nc1cccc(S(=O)(=O)N2CCCC2)c1	-12%	-14%	4	-0.4	4%	-1%	-15%	6%
8	CCc1ccc(OCC(O)CN2CCN(c3ccc(OC)cc3)CC2)cc1 (stereo not drawn)	-4%	-1%	7	0.3	2%	1%	-7%	2%
9	O=C(NCCc1cccc(Cl)c1)C1CCC(=O)N(Cc2ccc(Cl)cc2)C1 (stereo not drawn)	2%	12%	4	0.4	1%	-28%	5%	-5%
10	COc1ccccc1-c1ccc([C@@H]2C[C@H]3[C@H](CON3C)CN2C(=O)c2ccc(-c3ccccc3)cc2)cc1	-13%	0%	0	1.3	nt	-4%	1%	-1%
11	CSc1ccc(S(=O)(=O)NC2CCCCCC2)cc1	0%	-8%	nt	-1.5	0%	-4%	0%	2%
12	CN(CC(=O)Nc1cccc2ccccc12)c1ccc(S(=O)(=O)N2CCOCC2)cn1	2%	9%	-6	2.0	-1%	2%	-5%	1%
13	CC(Oc1ccccc1F)C(=O)NNC(=O)C1CC(=O)N(c2ccc3c(c2)OCCO3)C1 (stereo not drawn)	-1%	-4%	-1	-0.4	0%	-3%	-4%	8%
14	COc1ccccc1-c1cc(C(=O)N2CCCC2)no1	-9%	2%	6	-1.5	1%	2%	-18%	5%
15	COC(=O)c1ccccc1CSc1nsc(C)c1C#N	13µM*	?	2	1.7	1%	-8%	0%	14%
16	COc1cc(S(=O)(=O)NCC(c2ccco2)N2CCCCC2)ccc1NC(C)=O (stereo not drawn)	-10%	-6%	0	-2.6	0%	-11%	-2%	4%
17	CNC(=O)c1cc2cc(Br)ccc2s1	-6%	3%	-8	2.5	-2%	-19%	13%	5%
18	Cc1ccccc1-c1nc(CS(=O)(=O)CC(=O)NCCCN2CCCC2)c(C)o1	-3%	6%	2	-1.3	-7%	5%	2%	-15%
19	CCOc1ccc(S(=O)(=O)N2CCC(C(=O)N3CCN(Cc4ccccc4)CC3)CC2)cc1	2%	0%	2	-2.4	0%	-21%	4%	-4%
20	O=C1CCN(Cc2ccccc2)S(=O)(=O)c2ccc(C(F)(F)F)cc21	-6%	-22%	5	0.4	-1%	-6%	?	2%
21	S=c1[nH]nc(-c2cccc(Cl)c2)n1/N=C/c1ccco1	-21%	2%	?	1.0	2%	-22%	-11%	2%
22	CCCCN(CC)CCNC(=O)c1cc2c(=O)[nH]c3ccccc3c2n1C	3%	-4%	3	-1.3	2%	-2%	-12%	1%
23	C/C(=C\c1cccc(Cl)c1)C(=O)c1c(C)cc(C)[nH]c1=O	-8%	-7%	-3	0.6	1%	0%	-17%	3%
24	Cc1cccc(-c2nc(N)nc(N)n2)c1	4%	4%	0	-0.8	3%	-3%	-9%	-5%
25	CC1C(=O)N2CCCc3cc(NC(=O)C(=O)NCCN4CCOCC4)cc1c32 (stereo not drawn)	5%	-1%	-4	-3.0	1%	-5%	5%	6%
26	CC1(Oc2cccc(Cl)c2)CCN(Cc2ccc(OC(F)(F)F)cc2)C1 (stereo not drawn)	-3%	9%	19	0.4	nt	-3%	-1%	-9%
27	CSc1ccccc1N=Cc1nc(-c2ccccc2)oc1O	-1%	-3%	17	-2.1	1%	-13%	4%	5%
28	CCOC(=O)Cc1csc(NC(=O)COc2ccccc2OC)n1	-9%	-1%	nt	-2.2	1%	-7%	1%	13%
29	Cc1ccc(/C=N/NC(=O)c2cc3c(ccc4ccccc43)o2)o1	-3%	3%	-22	0.4	0%	-2%	-1%	3%
30	O=[N+]([O-])c1ccccc1CSc1nnc2ccccn12	-6%	-1%	-1	-5.6	4%	-17%	4%	-2%
31	Nc1ccccc1SC1CC(=O)N(c2ccc3c(c2)OCCO3)C1=O (stereo not drawn)	1%	-1%	-10	-0.7	0%	?	8%	6%
32	CN(C)c1ccc(NC(=O)CSc2nnc(C3CCCCC3)n2N)cc1	-10%	-7%	-3	-4.9	-2%	0%	0%	-5%
33	CSCCC(NS(=O)(=O)c1ccccc1F)C(=O)NCc1cccs1 (stereo not drawn)	-8%	1%	-2	-1.8	-1%	3%	-23%	10%
34	CCn1nc(C)c(NC(=O)c2ccc(Br)o2)c1C	-16%	3%	-8	-1.2	2%	-23%	-21%	-7%
35	COc1ccc(S(=O)(=O)Nc2ccccc2C(=O)N2CCOCC2)cc1Br	0%	-2%	17	1.8	-10%	-5%	2%	6%
36	O=C(NC1CCCCC1)c1nc(C2CCNCC2)oc1-c1ccccc1	1%	25%	-1	0.8	nt	2%	13%	-9%
37	Clc1ccc(CSc2nnc(-c3ccncc3)o2)cc1	-7%	-1%	0	-1.0	-1%	-1%	-18%	10%
38	CC1CN(Cc2c(O)ccc3c(=O)c(-c4ccccc4)coc23)CC(C)O1 (stereo not drawn)	-11%	2%	0	-1.4	2%	3%	-23%	10%
39	Cc1nc(NCC2CC2)c2nnn(Cc3ccccc3)c2n1	-1%	0%	-2	-1.9	-4%	6%	-1%	-6%
40	COc1ccc(CNC(=O)C2CCC(CNS(=O)(=O)c3ccccc3)CC2)cc1 (stereo not drawn)	-13%	2%	2	0.3	0%	-1%	-18%	-8%
41	O=c1cc(CN2CCN(c3ccc(Cl)c(Cl)c3)CC2)c2ccccc2o1	3%	7%	7	-2.5	nt	-2%	-1%	-3%
42	COc1ccc(C(=O)NCCCC2CCCC2)cc1OC1CCN(C(C)C)CC1	7%	-16%	0	2.1	nt	15%	1%	-2%
43	O=C(Nc1cccc(OC(F)(F)F)c1)C1Cc2c(-c3ccc4c(c3)OCO4)ccnc2O1 (stereo not drawn)	2%	0%	-6	0.5	nt	-5%	-11%	-10%
44	CCCCn1c(=O)[nH]c2nc3cc(NC(C)=O)ccc3nc2c1=O	-15%	13%	-12	-13	0%	-32%	12%	8%
45	Fc1cccc(NCCc2c[nH]c3ccccc23)n1	-3%	4%	2	1.8	2%	-7%	-2%	-5%
46	COc1ccc(Cl)cc1NC(=O)CSc1nc(Nc2ccccc2)nc(N2CCOCC2)n1	2%	3%	13	-1.4	1%	10%	-4%	-5%
47	O=C(c1ccc([N+](=O)[O-])o1)N(Cc1nnc(-c2ccccc2Cl)o1)C1CC1	-2%	-3%	9	-1.6	0%	-1%	19%	11%
48	C[C@H](CO)N1C[C@H](C)[C@H](CN(C)S(=O)(=O)c2ccccc2F)OCc2cnnn2CCCC1=O	2%	5%	0	-1.9	nt	7%	6%	-1%
49	COc1ccc(-c2nn(Cc3ccccc3)cc2C(=O)N2CCN(c3ccccn3)CC2)cc1OC	2%	5%	1	0.3	0%	-3%	7%	-1%
50	COc1ccc2c(c1OC)C(=O)OC2CC(=O)c1ccc2c(c1)OCO2 (stereo not drawn)	-5%	-3%	nt	0.2	-2%	0%	-8%	0%

Single records (already shown):
CSCCC(NS(=O)(=O)c1ccccc1F)C(=O)NCc1cccs1 (stereo not drawn) in the list: PLK1 PBD inh: -8%; EPAC2 antag: 1%; PI5P4Ka inh: -2; CCT chaperon mod: -1.8; Mm-Cpn inhibitor: -1%; WRN helicase inh: 3%; EPAC1 antag: -23%; EPAC1 agonist: 10%
O=C(c1ccc([N+](=O)[O-])o1)N(Cc1nnc(-c2ccccc2Cl)o1)C1CC1 in the list: PLK1 PBD inh: -2%; EPAC2 antag: -3%; PI5P4Ka inh: 9; CCT chaperon mod: -1.6; Mm-Cpn inhibitor: 0%; WRN helicase inh: -1%; EPAC1 antag: 19%; EPAC1 agonist: 11%

Further structures.
entry	SMILES	PLK1 PBD inh	EPAC2 antag	PI5P4Ka inh	CCT chaperon mod	Mm-Cpn inhibitor	WRN helicase inh	EPAC1 antag	EPAC1 agonist
51	O=C(Nc1ccon1)C1CCN(S(=O)(=O)c2cccs2)CC1	3.4µM*	-9%	?	-0.9	3%	4%	-1%	4%
52	CCCCc1nnc(NC(=O)CCN2C(=O)C3CC=CCC3C2=O)s1 (stereo not drawn)	-6%	11%	7	-0.4	1%	-8%	19%	-6%
53	CN(C)S(=O)(=O)c1cccc(NC(=S)Nc2cccc3cnccc23)c1	17µM*	3%	?	-0.8	-1%	-35%	-2%	-2%
54	Cc1csc(=N)n1-c1ccc(Cl)cc1	-14%	-5%	nt	-0.3	-2%	-6%[57.1 µM]	-14%	14%
55	CCCC(=O)Nc1ccc2c(c1)nc1n2CCSC1	-24%	10%	-1	1.8	0%	-2%	3%	1%
56	CCOc1cc(N2CCOCC2)c(OCC)cc1NC(=O)c1nn(CC)c(=O)c2ccccc12	3%	0%	1	3.3	-1%	-9%	-15%	5%
57	CC(C)N1CCN(Cc2cnc(-c3ccccc3)s2)CC1CCO (stereo not drawn)	-6%	-1%	-7	-1.2	1%	4%	13%	9%
58	Cc1c(/C=C2\SC(=Nc3cccc(C(=O)O)c3)NC2=O)c2ccccc2n1C	-19%	?	-79*	-1.2	1%	-18%[11.6 µM]	-28%	9%
59	CC(=O)c1ccc(C(=O)N2CCCC(C(=O)c3cc(F)ccc3F)C2)s1 (stereo not drawn)	4%	-1%	7	-2.3	-1%	2%[57.1 µM]	-3%	-2%

Some of the compounds tested (hit frequency here may not be typical).
